Assay outcomes from PubChem BioAssay.
NR2F2 inh: NR2F2 (human) inhibition, primary screen. inhibition, % at 8.6 µM. 370,000 tested, 0.7% active. P24468. HEK293T NGFI-A luciferase reporter, luminescence;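 active means inhibition above a per-plate cutoff, mean inhibition of test wells between control levels plus 3 SD, cut at about 38% in these data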;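 further: cells cotransfected with COUP-TFII expression vector driving the NGFI-A reporter; 0% = median of COUP-TF2 test wells and 100% = reporter-only cells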
Target sequence (P24468 whole entry, looked up): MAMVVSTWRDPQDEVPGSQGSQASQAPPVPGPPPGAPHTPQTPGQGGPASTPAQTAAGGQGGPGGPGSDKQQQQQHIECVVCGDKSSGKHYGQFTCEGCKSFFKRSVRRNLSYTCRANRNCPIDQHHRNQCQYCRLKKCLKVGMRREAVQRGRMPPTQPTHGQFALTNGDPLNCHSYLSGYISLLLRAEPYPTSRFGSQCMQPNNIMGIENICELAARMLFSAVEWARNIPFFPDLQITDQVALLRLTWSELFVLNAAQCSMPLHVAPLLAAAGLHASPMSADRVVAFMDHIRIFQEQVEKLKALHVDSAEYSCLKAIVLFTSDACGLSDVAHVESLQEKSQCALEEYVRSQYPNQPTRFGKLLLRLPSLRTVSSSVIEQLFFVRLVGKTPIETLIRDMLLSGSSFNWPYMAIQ
TRAIL sens C8: sensitizes caspase-8 expressing cells to TRAIL | NB7+C8 cells + TRAIL, ATPlite viability luminescence | inhibition (viability loss, TRAIL sensitization), % at 10 µM | 360,000 tested, 1% active | AID 624354;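 active means compounds causing at least 50% loss of cell viability in the single-dose screen, relative to plate controls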
CF NFkB block: cystic fibrosis NF-kB activation inhibition. inhibition, % at 5 µM. AID 588850. 360,000 tested, 0.86% active. KKLEB NF-kB-GFP reporter, PAF-induced, GFP fluorescence overnight;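 active means at least 50% inhibition at 5 µM, scaled per plate between neutral and stimulator controls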;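 further: PAF is a Pseudomonas aeruginosa culture filtrate used as stimulus; plate controls were PAF-stimulated DMSO wells for no effect and unstimulated DMSO wells for full effect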
NCOA3 inh: human NCOA3 inhibition; AID 588352; inhibition, % at 3.6 µM; HEK293 GAL4-SRC3 luciferase reporter, luminescence; Q9Y6Q9; 360,000 tested, 0.17% active;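 active means inhibition above a per-campaign cutoff, the mean of all compounds plus 3 SD, cut at about 60% in these data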;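 further: 0% = DMSO-treated cells and 100% = gossypol-treated cells at 36 µM; higher means less SRC3-driven luciferase light from the GAL4 reporter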
TWEAK-Fn14 inh: TWEAK-Fn14 signaling inhibition | TWEAK-stimulated Fn14 reporter cells, luciferase luminescence, 8 h | inhibition, % at 10 µM | 360,000 tested, 2% active; in the data active means inhibition above about 50%
Shn3 inh set2: Schnurri-3 reporter inhibition in Clone20 osteoblasts. 360,000 tested, 0.52% active. Clone20 osteoblast Shn3 3'UTR firefly luciferase, 24 h. inhibition, % at 12.5 µM. AID 588674;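 active means mean inhibition of at least 75% with every replicate also reaching 75%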;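 further: 0% = median of neutral control wells and 100% = pilot-screen positive control compound; some compounds past the cut are filed as inactive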
NR5A2 inv ag: suppresses constitutive activity of human LRH-1. O00482. HEK293T StAR-luciferase reporter, LRH-1 transfected, 24 h. inhibition, % at 3.6 µM. 360,000 tested, 0.13% active;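 active means inhibition above the mean inhibition of all tested compounds plus 3 SD, cut at about 73% in these data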;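 further: 0% = DMSO wells and 100% = reporter-only cells lacking LRH-1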
Target sequence (O00482 whole entry, looked up): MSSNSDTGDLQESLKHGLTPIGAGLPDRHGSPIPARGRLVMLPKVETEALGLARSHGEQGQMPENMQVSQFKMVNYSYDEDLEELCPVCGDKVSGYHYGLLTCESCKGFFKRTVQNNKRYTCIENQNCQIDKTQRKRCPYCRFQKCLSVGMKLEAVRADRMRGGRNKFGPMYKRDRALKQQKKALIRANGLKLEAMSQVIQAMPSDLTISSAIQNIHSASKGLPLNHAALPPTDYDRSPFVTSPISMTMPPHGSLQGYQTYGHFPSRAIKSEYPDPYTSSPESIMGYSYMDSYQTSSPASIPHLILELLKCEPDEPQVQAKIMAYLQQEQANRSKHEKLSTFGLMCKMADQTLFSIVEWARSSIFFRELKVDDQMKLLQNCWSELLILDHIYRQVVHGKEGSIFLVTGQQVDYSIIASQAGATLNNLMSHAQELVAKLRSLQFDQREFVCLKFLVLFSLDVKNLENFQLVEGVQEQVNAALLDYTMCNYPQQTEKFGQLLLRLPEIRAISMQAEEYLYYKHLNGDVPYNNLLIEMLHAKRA
LMP1 NFkB inh: Epstein-Barr LMP1 NF-kappaB reporter inhibition; 350,000 tested, 0.69% active; LMP1-induced NF-kappaB luciferase reporter cells, luminescence; AID 504558; inhibition, % at 12.5 µM; in the data active means inhibition above about 41%;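 further: 0% = neutral control wells and 100% = reference inhibitor control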
TROY signal inh: inhibitors of TROY-dependent NF-kB signaling. Q293 LMP1-TROYcd NF-kB luciferase reporter, 4 h. inhibition, % at 10 µM. 360,000 tested, 0.98% active. AID 1347056;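 active means compounds whose plate-normalised and pattern-corrected inhibition of the luciferase reporter signal at the single screening dose is 50% or more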
SRC1 inh: inhibitors of human steroid receptor coactivator 1 (SRC1) | Q15788 | HEK293 GAL4-SRC1 luciferase reporter, luminescence | inhibition, % at 3.6 µM | 360,000 tested, 0.12% active;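 active means inhibition above the campaign mean plus 3 SD, with each screening campaign given its own cutoff, cut at about 60% in these data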;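 further: 0% = DMSO treated cells and 100% = gossypol at 36 µM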
KKLEB cytotox: CF airway cell cytotoxicity counter-screen; activity change (cytotoxicity), % at 5 µM; 360,000 tested, 0.36% active; AID 602141; KKLEB CF airway cells viability, ATPlite luminescence, overnight; stronger effect = lower value; cells stimulated with P. aeruginosa culture filtrate;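 active means corrected activity change at or below -50% at 5 µM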
* hit, by the source's call; nt = no result given.

SMILES	NR2F2 inh	TRAIL sens C8	CF NFkB block	NCOA3 inh	TWEAK-Fn14 inh	Shn3 inh set2	NR5A2 inv ag	LMP1 NFkB inh	TROY signal inh	SRC1 inh	KKLEB cytotox
CCCCc1nc2cc(C(=O)N3CCCCC3CCNC(C)=O)ccc2o1 (stereo unspecified)	3	7	2	-39	-2	-9	-8	-3	-20	-2	10
Cc1ccc(C(=O)NCC(=O)N/N=C/c2sccc2C)cc1[N+](=O)[O-]	6	-8	20	10	-3	-13	5	-8	-26	15	-1
COc1cc(C2C(C(=O)c3ccco3)=C(O)C(=O)N2Cc2cccnc2)cc(OC)c1OC (stereo unspecified)	nt	10	17	11	12	-7	-7	6	-22	13	-6
CCOc1ccc(S(=O)(=O)NCCC(=O)NCCOc2ccccc2)cc1	17	-14	12	-20	3	1	1	-3	6	-11	-3
CNC(=O)CC(C(=O)O)c1ccc(OC(C)C)cc1 (stereo unspecified)	3	6	2	11	15	-2	-8	0	-22	14	-15
O=C(CNC(=O)c1cccs1)OCC(=O)c1cccs1	6	-8	-6	13	-8	-3	11	1	-11	-19	2
Cc1cc(C)c2nc(SCC(=O)NCCC3=CCCCC3)cc(C)c2c1	2	6	4	5	-25	0	26	16	-2	8	-6
O=C(C1CCN(c2nnc(-n3cccc3)s2)CC1)N1CCCCC1	-10	-2	-6	-42	-2	-44	-29	-2	-20	-37	-22
COc1ccc(CNC(=O)O[C@@H]2C[C@H]3C(=O)N(c4ccccc4)C(=O)[C@H]3[C@@]3(CN(S(=O)(=O)c4ccc(C)cc4)C[C@H]3C)[C@@H]2O)cc1OC	14	-15	33	3	-10	-14	41	-21	14	7	-18
Nc1cccc(/C=C/c2ccncc2)c1	4	4	6	-20	5	-45	10	-7	-10	-13	1
CC(C)(C)NC(=O)N1c2ccccc2Sc2ccccc21	-15	15	-21	-97	-6	-17	17	-24	15	-3	-5
c1ccc2c(c1)OCCOCCOCCO2	16	-2	12	8	6	-12	1	-7	31	-2	15
CCN(CC)C(=O)CSc1nnc(C2CCCCC2)o1	-14	-20	10	-23	-12	-3	1	-7	-25	-20	-10
COc1cccc(CNC(=O)CN2C(=O)NC(Cc3ccccc3)(c3ccccc3)C2=O)c1 (stereo unspecified)	-9	-4	10	-4	6	2	-1	-15	6	7	-16
CC1CCCC(NC(=O)CSC2=Nc3ccccc3C3CC=NN23)C1C (stereo unspecified)	-2	15	-10	7	4	-58	15	4	6	2	8
CC(C)Nc1nnc(SC(C)C(=O)Nc2ccc(Cl)cn2)s1 (stereo unspecified)	-3	1	7	4	2	-53	7	-22	-30	-32	3
CCCOc1ccc(-c2nc(OC)c3ccccc3n2)cc1	-47	13	11	-45	40	-58	-96	-34	-35	-84	-21
Cc1cc(-c2onc3ccc(Cl)cc23)ccc1O	5	7	14	-17	-20	-69	-10	-17	5	-3	11
CC1CCN(C(=O)CNC(=O)Cc2ccccc2)CC1	-9	7	3	-23	-12	-7	-2	-6	-9	-28	2
CCOC(=O)c1cnc2cc(Cl)c(OC)cc2c1NCC1CCCO1 (stereo unspecified)	-19	18	-17	6	-13	15	-3	10	-36	0	-1
COc1cc(C(=O)Nc2nnc(-c3sccc3C)s2)cc(OC)c1OC	-5	1	54*	0	-8	1	0	4	-11	-13	-45
C[C@]12CCC(O)CC1=CCC1C2CC[C@]2(C)/C(=N\NC(N)=S)CCC12 (stereo partly specified)	0	-3	40	8	94*	36	1	19	15	14	2
CCN(CC)S(=O)(=O)c1ccc(O)c(NC(=O)CN2CCc3ccccc3C2)c1	1	2	14	11	-4	14	-9	-1	4	5	-9
OC(COc1ccccc1)CN1CCN(CC(O)COc2ccccc2)CC1 (stereo unspecified)	10	2	16	2	-9	-8	6	2	9	4	-5
CCC(C)n1c(C)cc(=O)n1C(C)CC (stereo unspecified)	10	4	-7	-17	7	-12	-1	2	-7	-11	8

The list continues:
SMILES	NR2F2 inh	TRAIL sens C8	CF NFkB block	NCOA3 inh	TWEAK-Fn14 inh	Shn3 inh set2	NR5A2 inv ag	LMP1 NFkB inh	TROY signal inh	SRC1 inh	KKLEB cytotox
Cc1csc(Nc2ccccc2)n1	-9	1	-1	-5	-9	-51	-13	-1	-5	-55	3
COCCN(C(=O)CSc1nc2ccccc2c(=O)n1C(C)COC)c1c(N)n(Cc2ccccc2)c(=O)[nH]c1=O (stereo unspecified)	-11	-7	-14	14	-44	-6	-2	5	-2	-11	2
CC(C)(C)NC(=S)NC(C)(C)C	-7	-8	2	-10	-1	5	-15	-2	19	10	-4
CCOc1cc(-c2nc(-c3ccncc3)no2)cc(OCC)c1OCC	2	-9	2	11	2	-5	-4	6	-4	-9	-5
Cc1ccc(C(=O)NNC(=O)c2cccc3ccccc23)cc1	-5	-10	0	-21	-18	-8	-25	28	-25	-24	-3
COC(=O)CCCn1cc(CN2CC(N3CCN(Cc4cccc(C)c4)CC3)CS2(=O)=O)nn1 (stereo unspecified)	-5	-17	nt	nt	6	nt	16	nt	3	nt	nt
Cc1cccc(/C=N/NC(=O)c2cc(Br)ccc2OCc2ccccc2)n1	27	13	21	6	-11	36	-15	7	13	16	-9
C=CCn1c(=O)c2c(C)c(C)sc2n2c(Nc3ccc(OC)cc3)nnc12	4	-11	-3	1	-10	-16	3	9	-8	1	9
CCOc1ccc(NC(=O)CN2CCN(c3ccccc3C)CC2)cc1S(=O)(=O)N1CCCC1	6	-5	8	-26	-11	12	-12	-1	4	3	10
N#Cc1ccc(-c2cccs2)nc1SCc1cccnc1	-24	20	18	-8	-34	nt	23	nt	-30	-28	-15
COc1ccc(NC(=O)c2ccc(N3CCOCC3)nc2)cc1	4	4	-3	-2	-21	-11	7	3	-4	3	-1
CC(C)(C)OC(=O)NC(CO)c1cn([C@@H](Cc2cc3ccccc3[nH]2)C(=O)N2CCN(C(=O)OC(C)(C)C)CC2)nn1 (stereo partly specified)	3	13	-3	1	20	-9	9	8	0	-8	15
c1cncc(C(c2nnnn2C2CCCC2)N2CCCC2)c1 (stereo unspecified)	-13	7	3	-2	7	-7	-8	-1	0	5	4
COc1cccc2c1C(=O)c1c(O)c3c(c(O)c1C2=O)CC(O)(C(C)=O)CC3OC1CC(N(C)C)C(O)C(C)O1 (stereo unspecified)	53*	42	77*	85*	98*	94*	97*	93*	61*	75*	-42
COc1cc(/C=N/NC(=O)c2ccc(NC(=O)C3CCCCC3)cc2)ccc1O	-10	-3	8	-5	-35	-18	22	-3	8	11	-2
Cc1ccc(NC(=S)N/N=C/c2c(C)nn(-c3ccccc3)c2N2CCCC2)cc1	-2	-5	17	17	4	11	-3	-2	-57	3	-10
CC1CCc2sc(NC(=O)C3CC(Cl)=CCC3C(=O)O)c(C#N)c2C1 (stereo unspecified)	-13	16	-3	17	-5	-23	-6	3	15	-71	0
CCC(C)NC(=O)CN(c1ccc(OC)cc1)S(=O)(=O)c1ccccc1 (stereo unspecified)	-11	-14	7	-16	-3	-8	10	-7	-7	-14	-2
O=C(O)CC1(CC(=O)N2CCN(CCO)CC2)CCCC1	-1	-4	-15	6	13	20	24	-5	10	-29	7
CCc1nn2c(=O)cc(COc3ccc(NC(=O)c4ccco4)cc3)nc2s1	-5	-12	-20	3	-1	-19	-14	-3	4	0	14
c1ccc(C[n+]2cccc(-c3ccccc3)c2)cc1	-6	9	-8	11	91*	-6	5	-8	90*	22	8
O=C(COc1ccccc1)Nc1nnc(-c2ccccc2Cl)o1	14	-20	-39	-1	-2	3	9	-8	-3	4	9
O=C(c1ccco1)N1CCN(c2ccnc3cc(Cl)ccc23)CC1	8	22	-3	11	-10	-3	-3	26	-2	6	2
Cc1ccc(-n2c(C)c(C)c3c(NCCO)ncnc32)cc1	-19	-4	5	-39	-8	-81	-33	-17	-49	-77	-4
Cc1c(CC(=O)NCCC(C)C)c(=O)oc2cc3c(cc12)CCC(C)(C)O3	-4	6	-31	-15	5	10	-3	-3	14	-28	-4

Further compounds follow.
SMILES	NR2F2 inh	TRAIL sens C8	CF NFkB block	NCOA3 inh	TWEAK-Fn14 inh	Shn3 inh set2	NR5A2 inv ag	LMP1 NFkB inh	TROY signal inh	SRC1 inh	KKLEB cytotox
Cc1ccc(S(=O)(=O)N2CCCCC2)cc1NC(=O)c1ccc(Cl)nc1	3	-15	16	1	13	11	-1	-6	-5	-22	-7
c1ccc(Nc2nc(N3CCNCC3)nc(N3CCOCC3)n2)cc1	-8	6	18	0	-24	17	31	-7	6	-10	-14
CO/N=C(/CS(=O)Cc1ccccc1Cl)c1ccc(Cl)cc1Cl (stereo unspecified)	26	15	7	0	9	10	5	5	9	13	-2
O=C(NCCCN1CCOCC1)c1ccc2c(c1)N(Cc1ccc(F)cc1)CCS2	-5	14	-7	8	-1	-14	-5	-7	24	3	3
O=C(Nc1nnc(CCc2ccccc2)s1)c1ccc(F)cc1	0	-6	-15	-7	5	-9	0	-12	-18	-7	6
Cc1ccc(NC(=O)Cn2c([N+](=O)[O-])cnc2C)cc1	-17	3	-10	3	5	-2	17	-6	-8	-18	9
CC(=O)N[C@@H]1c2c(ccc3ccccc23)OC[C@@H]1COC(C)=O	-15	-11	-3	21	0	4	5	-7	-17	-8	-11
NC(=O)C1CC(=O)N(c2ccc(OCc3ccc([N+](=O)[O-])cc3)cc2)C1 (stereo unspecified)	-22	-3	-6	-28	-15	-23	-34	1	-68	-29	10
COC(=O)c1ccc(S(=O)(=O)c2ccc([N+](=O)[O-])cc2)cc1	-4	-6	4	-2	9	14	-5	-10	-12	-14	3
N=C1/C(=C/c2ccc(-c3cccc(C(=O)O)c3)o2)C(=O)N=C2SC=C(c3ccccc3)N12	7	1	-6	1	9	-4	-35	-7	-24	-31	-2
C=CCn1c(-c2oc3nc(-c4ccccc4)cc(-c4ccccc4)c3c2N)n[nH]c1=S	12	4	-17	10	17	-2	-3	-3	3	7	10
O=C1c2ccccc2C(=O)C1(CO)c1ccc(OC(F)F)cc1	-10	79*	-16	-67	16	-37	-21	1	-52	-79	17
CC(=O)c1ccc(NC(=O)Nc2ccc3c(c2)nc(C)n3C)cc1	-57	4	-13	-64	-4	-73	-67	-25	-37	-77	11
CCOC(=O)C1=C(COC(=O)COc2ccc(OCC)cc2)NC(=O)NC1C (stereo unspecified)	1	-1	0	1	8	-3	-2	0	-2	16	-25
COc1ccc(NC(=O)COC(=O)c2c(NC(C)=O)sc(C)c2C)cc1	-6	7	56*	7	-28	-7	9	-26	-52	7	-45
O=C(Nc1ccccc1F)C1CCN(C(=O)NCc2ccccc2)CC1	-4	10	-5	-10	-6	-22	26	8	5	11	16
CCOc1ccc(-c2nnc(-c3snc(-c4ccc(F)cc4)c3N=CN(C)C)o2)cc1	4	2	38	-16	46	5	-10	11	-22	-8	-30
CCN1C(=O)[C@H]2[C@@H](c3ccc(OC)cc3)N[C@]3(CCCN(Cc4cccn4C)C3=O)[C@H]2C1=O	5	-20	0	-5	2	-36	1	1	-4	-13	-4

The list is partial (hit frequency here may not be typical).
